Screening data (PubChem)
GPR151 ag: activators of human GPR151 | activation, % at 11.2 µM | 1% of 650,000 active | PathHunter beta-arrestin GPR151 cells, luminescence; in the data active = activation above about 4.9%;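 note: 0% = median of compound wells and 100% = cells with positive control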
Target sequence (Q8TDV0 whole entry, looked up): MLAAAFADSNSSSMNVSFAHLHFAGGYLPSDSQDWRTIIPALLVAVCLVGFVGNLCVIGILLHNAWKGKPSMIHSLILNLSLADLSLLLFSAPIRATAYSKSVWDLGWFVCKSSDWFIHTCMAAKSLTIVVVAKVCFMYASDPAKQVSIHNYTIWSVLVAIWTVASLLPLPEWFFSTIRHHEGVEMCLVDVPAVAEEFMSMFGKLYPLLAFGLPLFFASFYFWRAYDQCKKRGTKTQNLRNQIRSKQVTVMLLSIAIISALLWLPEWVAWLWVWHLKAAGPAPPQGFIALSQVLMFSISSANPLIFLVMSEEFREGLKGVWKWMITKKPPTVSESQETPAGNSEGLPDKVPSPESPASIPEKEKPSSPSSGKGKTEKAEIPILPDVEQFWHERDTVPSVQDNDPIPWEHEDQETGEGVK
TEAD-YAP inh: TEAD-YAP interaction inhibition. HEK-TIYL cells, TEAD-Gal4/YAP UAS-luciferase luminescence. inhibition, % at 9.12 µM. 1.4% of 640,000 active. AID 1259422; in the data active = inhibition above about 32%;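 note: 0% = median of test compound wells and 100% = reference inhibitor wells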
MITF inh: inhibitors of human MITF; AlphaScreen MITF homodimerization, bead proximity signal; inhibition, % at 2.6 µM; 0.91% of 650,000 active; AID 1259374; in the data active = inhibition above about 50%;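 note: 0% = vehicle wells with protein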
Target sequence (O75030 whole entry, looked up): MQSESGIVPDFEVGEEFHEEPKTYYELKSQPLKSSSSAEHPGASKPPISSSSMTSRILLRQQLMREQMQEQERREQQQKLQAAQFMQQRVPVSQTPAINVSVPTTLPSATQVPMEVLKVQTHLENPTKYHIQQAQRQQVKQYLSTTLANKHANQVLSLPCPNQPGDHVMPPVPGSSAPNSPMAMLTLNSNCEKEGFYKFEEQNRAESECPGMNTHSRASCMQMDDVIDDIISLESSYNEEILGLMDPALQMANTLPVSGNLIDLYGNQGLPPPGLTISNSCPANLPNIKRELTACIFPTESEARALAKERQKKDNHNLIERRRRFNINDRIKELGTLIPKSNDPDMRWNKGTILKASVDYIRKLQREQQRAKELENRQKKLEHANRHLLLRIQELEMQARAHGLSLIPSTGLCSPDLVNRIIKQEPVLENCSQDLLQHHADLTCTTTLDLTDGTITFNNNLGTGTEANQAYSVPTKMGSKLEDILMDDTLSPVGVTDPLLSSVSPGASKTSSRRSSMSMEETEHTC
FBW7 act: human FBW7 E3 ligase activation, primary screen | Q969H0 | AlphaScreen FBW7–phospho-cyclin E peptide binding, activator screen | normalized activity (activation), % at 26.1 µM | 0.13% of 650,000 active | AID 1259310; in the data active = normalized activity above about 1.9%;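 note: purified mutant Fbw7 with reduced substrate affinity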
* hit, by the source's call.

SMILES | GPR151 ag | TEAD-YAP inh | MITF inh | FBW7 act
CCOc1ccc2nc(NCCCNC(=O)c3ccc(F)cc3F)c(C#N)cc2c1 | -0.2 | 2 | -6 | 0.1
CCC(NNC(=O)c1ccc([N+](=O)[O-])cc1)C(=O)NNC(=O)c1ccc([N+](=O)[O-])cc1 (centres undefined) | -1.5 | 0 | 6 | 0.0
COc1ccc(-c2cccc(C(=O)NCCN(C(C)C)C(C)C)n2)cn1 | -1.1 | 2 | 12 | 0.1
Cc1ccc(S(=O)(=O)N(CC(O)CN2CCOCC2)c2ccccc2)cc1 (centres undefined) | 0.2 | 0 | -3 | -0.1
CC(C)(C)c1ccc(C(=O)Nc2c(C(N)=O)oc3ccccc23)cc1 | 1.1 | -5 | -2 | 0.1
CC(=O)NNC(=O)CSc1nnc(C)c(=O)[nH]1 | -0.1 | 10 | 7 | -0.2
Oc1ccc(/C=N/Nc2ccc3ccccc3c2)c(O)c1 | 2.1 | -18 | 6 | 0.2
O=S(=O)(NCCc1csc2nc(-c3ccccc3)nn12)c1ccc(F)cc1 | 1.1 | 10 | 10 | 0.0
COc1ccc(N=Cc2c(O)n(-c3ccc(OC)cc3)c(=O)c3ccccc23)cc1 | 0.1 | 13 | 7 | -0.1
COc1ccc(S(=O)(=O)N(C)c2ccc(C(=O)NC3CCCCC3)cc2)cc1OC | -0.1 | 5 | 0 | -0.1
CCOc1ccc(-c2cc3cc(OC)c(OC)cc3c(Cc3cccc4ccccc34)n2)cc1 | -0.5 | -4 | 3 | 0.2
COc1ccc(CCNS(=O)(=O)c2cccs2)cc1OC | 0.1 | -4 | 10 | -0.1
Cc1nc(SCC(=O)NC2CCCCC2C)nc(C)c1C (centres undefined) | -0.9 | -2 | 4 | -0.2
COc1ccc([C@@H](C)NCc2c(C(=O)N3CCCC3)nc3ccccn23)cc1 | 0.5 | 12 | 0 | 0.0
O=C(COc1ccccc1Cl)Nc1cc([N+](=O)[O-])ccc1F | -0.3 | -60 | -4 | -0.1
COC(=O)/C=C1\N/C(=N\c2nc(C)c3cc(OC)ccc3n2)NC1=O | 0.0 | -10 | 14 | 0.7
CCOc1ccccc1-n1nnnc1SCC(=O)Nc1sc(C)c(C)c1C#N | 0.9 | 8 | 44 | 0.0
O=C1C2C(C(=O)N1c1ccc3c(c1)OCO3)C1C=CC2C12CC2 (centres undefined) | 0.2 | 7 | 15 | 0.0
CC(C)Oc1ccc(/C=C2/NC(=O)N(Cc3ccccc3F)C2=O)cc1 | -0.3 | -6 | -5 | 0.0
COc1cc(S(=O)(=O)NC2CCCCC2C)c(OC)cc1Cl (centres undefined) | -0.9 | 2 | 3 | 0.0

6 entries picked at random from those above:
SMILES | GPR151 ag | TEAD-YAP inh | MITF inh | FBW7 act
COc1ccc(-c2cccc(C(=O)NCCN(C(C)C)C(C)C)n2)cn1 | -1.1 | 2 | 12 | 0.1
Cc1nc(SCC(=O)NC2CCCCC2C)nc(C)c1C (centres undefined) | -0.9 | -2 | 4 | -0.2
O=S(=O)(NCCc1csc2nc(-c3ccccc3)nn12)c1ccc(F)cc1 | 1.1 | 10 | 10 | 0.0
COc1ccc(N=Cc2c(O)n(-c3ccc(OC)cc3)c(=O)c3ccccc23)cc1 | 0.1 | 13 | 7 | -0.1
COC(=O)/C=C1\N/C(=N\c2nc(C)c3cc(OC)ccc3n2)NC1=O | 0.0 | -10 | 14 | 0.7
CCC(NNC(=O)c1ccc([N+](=O)[O-])cc1)C(=O)NNC(=O)c1ccc([N+](=O)[O-])cc1 (centres undefined) | -1.5 | 0 | 6 | 0.0

Next compounds:
SMILES | GPR151 ag | TEAD-YAP inh | MITF inh | FBW7 act
NC(=O)COC(=O)Cc1ccc(-c2ccccc2)cc1 | -1.2 | -5 | 6 | 0.1
CCOC(=O)c1c(NC(=O)CNC(C)(C)C)sc2c1CCN(C(=O)OCC)C2 | 0.2 | 7 | 5 | 0.0
O=c1[nH]c2ccccc2nc1Cc1ccc(Cl)c([N+](=O)[O-])c1 | 0.2 | -4 | 5 | 0.0
CCCCOC(=O)CSC1=C(C#N)C(c2sccc2C)CC(=O)N1 (centres undefined) | 0.9 | 1 | 12 | 0.1
O=C(O)C1CCCCC1C(=O)Nc1nc(-c2ccc(Br)cc2)cs1 (centres undefined) | -0.6 | -6 | -11 | -0.1
COCCNC(=O)c1cc2c(s1)-c1ccc(Cl)cc1SC2 | -1.6 | -59 | -1 | -0.1
CCOC(=O)/C(C#N)=C\c1cn(CCC(=O)O)nc1-c1ccc(OC)c(OC)c1 | 1.5 | 2 | 13 | 0.1
Cc1c(Cl)ccc2c(C(=O)NCCN3CCOCC3)cc(-c3ccncc3)nc12 | -0.8 | -13 | 19 | 1.2
CCOc1cc(C(=O)Oc2cc(C)[nH]c(=O)c2[N+](=O)[O-])cc(OCC)c1OCC | 0.3 | 3 | 9 | 0.1
COc1cccc(NC(=O)c2cc(I)ccc2Cl)c1 | -1.2 | 4 | 13 | 0.1
CC(CNC(=O)c1cccs1)c1ccc([N+](=O)[O-])cc1 (centres undefined) | -1.0 | 8 | -8 | 0.1
Cc1nc2c(C(=O)Nc3ccc(OCc4ccccc4)cc3)snc2c(=O)[nH]1 | 1.6 | -2 | 10 | 0.0
COc1ccc(C(C)N(C)C(=O)CCC2(Cc3ccc(C)cc3)CCC(=O)N2)cc1 (centres undefined) | 0.9 | -4 | 14 | -0.3
O=[N+]([O-])c1ccccc1OCCNC1CCCC1 | -1.5 | 2 | 52* | 0.2
O=C(Nc1nc(-c2ccc(Oc3ccccc3)cc2)cs1)C1CCCCC1 | 2.0 | 2 | -2 | 0.0
CC[n+]1ccc(C(=O)Nc2cccc(C(=O)OC)c2)cc1 | 0.6 | 1 | -25 | 0.0
CN(Cc1ccccc1)S(=O)(=O)c1ccc(OCC(=O)O)cc1 | -1.8 | 11 | 11 | 0.2
Cc1cc(C)nc(N/N=C/c2ccccc2OCC(=O)O)n1 | -1.2 | 6 | 16 | 0.5
Nc1nc(NCc2ccccc2)nn1-c1ccccc1 | 1.4 | -33 | -26 | -0.1
CN(CC(=O)Nc1ccc(C(N)=O)cc1)Cc1ccc(C(C)(C)C)cc1 | 1.3 | -8 | -1 | -0.2
COc1ccc(-n2nc(C(=O)NCC(=O)NCCCN3CCCC3)c3ccccc3c2=O)cc1 | 0.3 | 2 | 2 | -0.1
Cn1cnnc1SCC(=O)Nc1ccc(OC(F)(F)F)cc1 | -0.4 | -1 | 0 | -0.1
COc1cc(OC)c(OC)cc1CN1CCN(Cc2cc(OC)c3c(c2)OCO3)CC1 | -0.7 | 4 | 59* | -0.1
O=c1[nH]cnc2c1C(c1ccc(Br)cc1)c1c(nc[nH]c1=O)O2 | -0.2 | 13 | -1 | -0.4
O=C1CSC(c2ccc([N+](=O)[O-])cc2)N1c1ccc(Cl)cc1 (centres undefined) | -1.9 | -4 | 6 | 0.0
CCOC(=O)n1c(=O)oc2cc(S(=O)(=O)N3CCOCC3)ccc21 | 1.9 | -7 | -2 | 0.0
N/C(=N\OC(=O)Oc1ccccc1)c1ccc(Br)cc1 | -1.3 | -1 | -1 | 0.1
Cn1c(=O)cc(SCC(=O)NCC2(c3ccccc3)CCCC2)c2ccccc21 | -0.8 | 3 | -3 | 0.1
COc1ccc(-c2cc(N)n(S(=O)(=O)c3cccc([N+](=O)[O-])c3)n2)c(OC)c1 | 0.5 | -1 | 8 | -0.1
O=c1c2cc(N3CCOCC3)ccc2[nH]c(=S)n1CCCN1CCOCC1 | -1.2 | -1 | -9 | -0.1
CCCCCC(=O)NC(=S)NNC(=O)CC | -0.2 | 1 | -65 | 0.1
CCCC1CCC(C2=N/C(=C\c3ccc(Cl)cc3Cl)C(=O)O2)CC1 (centres undefined) | 0.1 | -2 | 0 | 0.0
COc1ccc(Nc2cc(C(=O)O)c3ccccc3n2)cc1 | 0.2 | -4 | -3 | 0.1
O=[N+]([O-])c1cccc(C2N(O)C3CCCCC3N2O)c1 (centres undefined) | -1.1 | 3 | 12 | -0.1
C=CCn1c(SCC(=O)Nc2ccc(C(C)=O)cc2)nnc1-c1cccnc1 | -0.4 | 2 | 13 | -0.1
COCCOC(=O)C1=C(N)OC2=C(C(=O)CCC2)C1c1ccccc1Cl (centres undefined) | -0.5 | 12 | 5 | 0.0
N#Cc1ccccc1OCC(=O)NNC(=O)CNC(=O)c1ccc(Br)o1 | -1.2 | 5 | -1 | 0.1
OCCC1CN(Cc2c(F)cccc2F)CCN1Cc1ccc(F)cc1 (centres undefined) | 1.3 | 0 | 2 | 0.0
CCC1(CC)NC(=O)N(CC(=O)Nc2sc3c(c2C(N)=O)CCC3)C1=O | 0.3 | -1 | 17 | -0.1
COc1ccc(NC(=O)N(CCO)Cc2cc3cc(C)cc(C)c3[nH]c2=O)cc1 | 0.4 | -17 | -9 | 0.0
Cc1ccc(C)c(N2CCN(C(=O)c3ccc(Sc4ccc(F)cc4)c([N+](=O)[O-])c3)CC2)c1 | -0.2 | 3 | 15 | 0.0
COc1ccccc1-n1c(=S)sc2c(=O)n(C3CCCCC3)c(SCc3ccc(Cl)cc3)nc21 | -1.1 | 3 | 20 | 0.1
CCOC(=O)c1ccc(N2C(=O)CC(NCc3ccc(S(N)(=O)=O)cc3)C2=O)cc1 (centres undefined) | -1.4 | 7 | 16 | -0.1
COc1ccc(CCNC2=CC(=O)CC(C)(C)C2)cc1OC | -0.2 | 5 | -13 | 0.0
Cc1cc(C)n(C(=O)c2cc3ccccc3oc2=O)n1 | 0.0 | 0 | 2 | 0.0
Cc1ccc(NC(=O)C(=O)NCc2ccco2)cc1C | 1.4 | -33 | 2 | 0.6
O=C(NC1CCS(=O)(=O)C1)c1ccco1 (centres undefined) | 0.5 | -13 | -7 | 0.3
CC(C)(C)SCCNC(=O)CN(c1ccc(F)cc1)S(=O)(=O)c1ccccc1 | 4.2 | 7 | -8 | -0.2
Nc1c2c3c(sc2nc(=O)n1N)CCCC3 | 2.9 | 0 | 9 | 0.1
O=C1NC(=O)C(=Cc2cc(O)c(O)c(Br)c2)C(=O)N1 | 1.6 | 4 | 58* | -0.3
COC(=O)c1cc(C(C)=O)c(C)[nH]c1=O | 3.0 | 5 | 12 | 0.0
CCOc1ccccc1N(CC(=O)O)S(=O)(=O)c1ccc(SC)cc1 | -0.2 | 0 | -10 | -0.1
COc1ccccc1-c1nnc(SCc2ccc(C#N)cc2)n1C | -1.8 | 5 | 13 | 0.4
COC(C(=O)Nc1cc(Cl)ccc1C)c1ccccc1 (centres undefined) | 0.4 | -3 | -1 | 0.1
O=C(Cn1c(=O)oc2ccccc21)NC(=O)NC1CCCC1 | -1.9 | 8 | 0 | 0.1
CCOc1nc(N)c(C#N)c(-c2ccc(C(F)(F)F)cc2)c1C#N | -0.3 | -6 | -4 | 0.1
CC1CN(CC(=O)NCc2csc(-c3cccs3)n2)Cc2ccccc2O1 (centres undefined) | -1.0 | -1 | 24 | 0.1
CN(CCCN1c2ccccc2CCc2ccccc21)CC(=O)c1ccc(Cl)cc1 | -2.1 | -6 | 6 | 0.1
Cc1ccc(NC(=O)Cc2ccccc2)cc1F | -0.5 | -60 | 16 | 0.3
COc1ccccc1N1CCN(C2CCCN(C(=O)c3csc(C)n3)C2)CC1 (centres undefined) | 0.7 | 2 | 13 | 0.0

Molecules above that have a furan ring, fused or not, in the order listed:
SMILES | GPR151 ag | TEAD-YAP inh | MITF inh | FBW7 act
CC(C)(C)c1ccc(C(=O)Nc2c(C(N)=O)oc3ccccc23)cc1 | 1.1 | -5 | -2 | 0.1
N#Cc1ccccc1OCC(=O)NNC(=O)CNC(=O)c1ccc(Br)o1 | -1.2 | 5 | -1 | 0.1
Cc1ccc(NC(=O)C(=O)NCc2ccco2)cc1C | 1.4 | -33 | 2 | 0.6
O=C(NC1CCS(=O)(=O)C1)c1ccco1 (centres undefined) | 0.5 | -13 | -7 | 0.3

The results go on.
SMILES | GPR151 ag | TEAD-YAP inh | MITF inh | FBW7 act
CC(=O)Nc1ccc(NCc2cccs2)cc1 | -1.6 | -9 | -8 | 0.1
COc1ccc(C2NC(=O)NC(C)=C2C(=O)OCC(F)(F)C(F)(F)F)cc1 (centres undefined) | -0.5 | 4 | 11 | 0.2
Cc1ccc(S(=O)(=O)N2CCN(CC(=O)c3cc(C)n(C)c3C)CC2)cc1C | -2.7 | -12 | -3 | -0.2
CCN(CC(=O)Nc1ccc(C#N)cc1)C1CCCCC1 | 0.4 | 3 | -5 | 0.2
Cc1cc(C)nc(NC(=O)Nc2ccccc2C(F)(F)F)n1 | -1.5 | -2 | 11 | 0.1
C=C(C)CSC1=C(C#N)C(c2sccc2C)CC(=O)N1 (centres undefined) | 0.0 | -12 | 11 | 0.3
C=CCn1c(=O)/c(=C/c2ccc(C)s2)s/c1=C(/C#N)C(N)=O | 0.0 | -16 | 14 | 0.2
O=C(Nc1cccc(F)c1)C1CC12CCN(C(=O)c1ccc(-c3ccco3)cc1)CC2 (centres undefined) | 0.3 | 5 | -20 | 0.0
COc1ccc(-c2ccc(/C=C3/SC(N)=NC3=O)o2)c([N+](=O)[O-])c1 | 1.2 | 4 | 6 | -0.2
COc1ccc(CCc2nnc(CCC(=O)NCc3cc(C(C)C)no3)o2)cc1 | -1.1 | -55 | -18 | 0.0
COc1cc2c(cc1OC)C(COc1ccccc1OC)N(C(=O)c1ccccc1I)CC2 (centres undefined) | 2.1 | 3 | -7 | 0.0
O=C(CSCC(=O)NC1CC1)Nc1ccc2ccccc2c1 | 0.7 | -20 | 1 | -0.1
COc1ccc(OC)c(N(CC(=O)N2CCCCC2)S(=O)(=O)c2ccccc2)c1 | 2.5 | 0 | 2 | -0.1
CCN1C(=O)/C(=C/c2c(NCc3ccccc3)nc3c(C)cccn3c2=O)SC1=S | -0.1 | -2 | -6 | -0.1
